APEX1 inh: inhibitors of human APE1 endonuclease | P27695 | recombinant APE1, TAMRA/BHQ-2 abasic DNA cleavage fluorescence | Potency, µM (doses to about 65.8 µM), for inactives: at the top dose activity change, negative = inhibition, most hits filed as inhibitors | actives 0.35% (n = 350,000) | AID 2517;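 also: plate controls were vehicle for no effect and reference inhibitor for full effect; nearly all actives have a fitted effect of over 55% in size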
Target sequence (P27695 whole entry, looked up): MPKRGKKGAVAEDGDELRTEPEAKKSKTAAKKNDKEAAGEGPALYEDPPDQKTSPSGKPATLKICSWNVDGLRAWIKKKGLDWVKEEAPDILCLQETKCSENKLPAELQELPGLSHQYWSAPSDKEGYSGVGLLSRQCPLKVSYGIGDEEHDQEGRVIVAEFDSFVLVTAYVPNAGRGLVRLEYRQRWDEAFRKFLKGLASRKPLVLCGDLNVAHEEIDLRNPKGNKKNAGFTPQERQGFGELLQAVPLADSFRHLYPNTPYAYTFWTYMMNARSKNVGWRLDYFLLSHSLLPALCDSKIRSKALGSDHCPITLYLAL
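Incision of a quenched TAMRA/BHQ-2 THF abasic-site duplex (50 nM) by 0.75 nM APE1, after 15 min compound preincubation, measured as fluorescence increase over three 60 s reads. Values normalized to buffer, DMSO and NSC13755 control wells.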
BLM inh: Bloom syndrome helicase (human) inhibition; P54132; AID 2528; recombinant BLM DNA unwinding, fluorescence dequenching; actives 0.2% (n = 350,000); Potency, µM (highest dose often 56.1 µM), for the others: at the highest dose activity change, negative = inhibition, usual class: inhibitors;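 also: plate controls were vehicle for no effect and no enzyme for full effect; nearly all actives have a fitted effect of over 35% in size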
JMJD2A Tudor inh: blocks the human JMJD2A Tudor domain. O75164. AlphaScreen JMJD2A-Tudor / H3K4me3 peptide binding. Potency, µM (highest dose often 114 µM), for inactives: at the highest dose activity change, negative = inhibition, most hits filed as inhibitors. actives 4.4% (n = 390,000); also: % is scaled to controls: 0 for no effect and ±100 for the full control effect; nearly all actives have a fitted effect of over 50% in size
BAZ2B block: blocks human BAZ2B; Q9UIF8; AlphaScreen BAZ2B-H3K14Ac peptide displacement; Potency, µM (titrated, usually from 114 µM), without a hit: at the top dose activity change, negative = inhibition, hits mostly inhibitors; actives 4.4% (n = 360,000); also: % is scaled to controls: 0 for no effect and ±100 for the full control effect; nearly all actives have a fitted effect of over 60% in size
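Compounds, titrated to a top concentration of 110 uM, were incubated 30 min at room temperature with preformed BAZ2B/acetyl-K14 H3 peptide complex (50 nM each). Proximity signal was measured by AlphaScreen after 20 min with beads.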
POLH inh: inhibitors of human DNA polymerase eta; actives 1.2% (n = 390,000); Q9Y253; Potency, µM (top dose mostly 114 µM), without a hit: at the highest dose activity change, negative = inhibition, usual class: inhibitors; recombinant Pol eta, fluorescent DNA replication assay; also: % is scaled to controls: 0 for no effect and ±100 for the full control effect
Target sequence (Q9Y253 whole entry, looked up): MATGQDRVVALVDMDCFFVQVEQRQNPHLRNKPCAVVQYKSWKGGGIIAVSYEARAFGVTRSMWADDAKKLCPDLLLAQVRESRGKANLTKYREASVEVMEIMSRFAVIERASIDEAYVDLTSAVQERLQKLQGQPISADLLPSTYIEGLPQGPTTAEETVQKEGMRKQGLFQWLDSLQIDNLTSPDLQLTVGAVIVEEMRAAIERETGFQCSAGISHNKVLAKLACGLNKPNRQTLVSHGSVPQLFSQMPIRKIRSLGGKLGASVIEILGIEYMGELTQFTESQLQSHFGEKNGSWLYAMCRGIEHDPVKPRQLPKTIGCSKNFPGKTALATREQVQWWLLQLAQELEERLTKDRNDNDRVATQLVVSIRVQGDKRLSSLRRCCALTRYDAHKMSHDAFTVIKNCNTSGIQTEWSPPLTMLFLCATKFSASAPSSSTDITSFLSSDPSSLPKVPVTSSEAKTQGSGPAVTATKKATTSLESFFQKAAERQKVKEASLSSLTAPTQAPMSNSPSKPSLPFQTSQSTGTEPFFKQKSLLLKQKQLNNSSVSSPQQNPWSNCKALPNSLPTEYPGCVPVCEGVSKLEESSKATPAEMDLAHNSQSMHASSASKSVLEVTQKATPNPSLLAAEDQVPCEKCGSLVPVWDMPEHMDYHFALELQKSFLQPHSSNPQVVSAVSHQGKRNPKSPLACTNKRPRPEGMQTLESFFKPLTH
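Pol eta (10 nM) was preincubated with compounds for 15 min at room temperature, after which fluorescent replication substrate (50 nM final) was added to start the reaction. Fluorescence was read kinetically at 0 and 10 min.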
G9a inh: inhibitors of human histone lysine methyltransferase G9a. actives 8.8% (n = 350,000). Potency, µM (top dose mostly 102 µM), inactives show at the highest dose activity, negative = inhibition, most hits filed as inhibitors. G9a H3K9 monomethylation, AlphaScreen, 2 h; also: % is scaled to controls: 0 for no effect and ±100 for the full control effect; nearly all actives have a fitted effect of over 75% in size
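Readings reflect AlphaScreen signal from monomethyl-H3K9 antibody detection. HMT at 20 nM; substrate b-H3K9 500 nM; cofactor SAM 20 uM; 2 h RT reaction; compounds tested as titrations in qHTS with 15 min preincubation.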
POLB inh: inhibitors of human DNA polymerase beta; P06746; Pol beta primer extension/strand displacement, fluorescence kinetic; Potency, µM (titrated, usually from 114 µM), for inactives: at the top dose activity change, negative = inhibition, actives largely listed as inhibitors; actives 1.3% (n = 340,000); AID 485314; also: % is scaled to controls: 0 for no effect and ±100 for the full control effect
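10 nM enzyme + cpd, 15 min RT; start with substrate 50 nM final; read 0 min and after 10 min RT. Corrected, normalized data; 4-parameter Hill curve fit.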
POLK inh: DNA polymerase kappa (human) inhibition. purified Pol kappa, fluorescent DNA synthesis assay, 10 min. Potency, µM (highest dose often 107 µM), inactives show at the highest dose activity, negative = inhibition, hits mostly inhibitors. actives 0.53% (n = 400,000). AID 588579; also: % is scaled to controls: 0 for no effect and ±100 for the full control effect
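Enzyme at 10 nM met test compounds for 15 min at room temperature. Substrate addition (50 nM final) began the reaction, which was monitored by fluorescence at 0 and 10 min.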
Pol iota inh: blocks human DNA polymerase iota activity | Q9UNA4 | AID 588590 | Pol iota fluorescent replication assay, 10 min | actives 1% (n = 390,000) | Potency, µM (doses to about 115 µM), for inactives: top-dose activity, negative = inhibition, usual class: inhibitors
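Pol iota at 10 nM preincubated 15 min with compounds at room temperature; reaction started with fluorescent substrate, 50 nM final. Fluorescence read kinetically at 0 and 10 min; buffer-only wells as negative control.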
Starred values were filed as active, the others as inactive; ? = inconclusive; nt = not tested or not shown; [ ] = remark or other dose. Calls follow the shape of the dose curve; as a rule, active = well fitted curve in the direction sought with a large enough effect; inconclusive = small, poorly fitted or top-dose-only effect, or another doubt; inactive = no such curve, though single readings can be large; an effect the other way counts as inactive or inconclusive. Potency is read from the fitted curve at half-maximal effect. Some of the compounds tested (hit frequency here may not be typical).

SMILES	APEX1 inh	BLM inh	JMJD2A Tudor inh	BAZ2B block	POLH inh	G9a inh	POLB inh	POLK inh	Pol iota inh
CCOC(=O)C(Cc1ccc(NC(=O)/C(=C/c2ccccc2)NC(=O)c2ccccc2)cc1)N1C(=O)c2ccccc2C1=O (stereo unspecified)	-5%	-1%	-21%	13%	-11%	5%[59 µM]	-6%	2%	18%
CN(C)CCNC(=O)c1ccc(COCC(F)(F)F)cc1	1%	1%	-8%	1%	-6%	19%[59 µM]	20%	-2%	23%
CCCNC(=O)CN(C)C(=O)c1n[nH]c2ccccc12	2%	2%	-9%	9%	-16%	-12%[59 µM]	4%	-1%	20%
Cc1cccc(C)c1-n1c(C)cc(/C=N\Nc2ccc([N+](=O)[O-])cn2)c1C	?	-1%	28µM*	-13%	-23%	?	10%	-2%	0%
CCOC(=O)Cn1c(=NC(=O)C2CC2)sc2c(C)cc(C)cc21	-8%	3%	-18%	-12%	4%	-6%	0%	11%	-14%
O=C(Nc1ccc(Cc2ccc(NC(=O)N3CCOCC3)cc2)cc1)N1CCOCC1	-4%	-3%	-9%	8%	-1%	7%[59 µM]	-8%	-2%	-12%
C=CCn1c(CSc2ccc(C)cc2)n[nH]c1=S	5%	-1%	12%	-25%	-10%	8.9µM*	9%	1%	6%
CC(C)CNS(=O)(=O)c1ccccc1C(=O)N1CCCCC1	-1%	0%	-4%	-24%	-8%	-4%	1%	6%	11%
COc1cc(OC)cc(C(=O)NCCOC23CC4CC(CC(C4)C2)C3)c1	-3%	-2%	-4%	-5%	-19%	14%	-26%	-2%	-4%
CCc1ccc(NC(=O)CN2C(=O)C3CCCN3c3ccc(S(=O)(=O)N(CC)CC)cc32)cc1 (stereo unspecified)	nt	-15%	-25%	-23%	-12%	?	-27%	-13%	3%
O=C(CSCc1ccccc1)NCCCN1CCOCC1	-4%	-4%	-15%	-1%	4%	22%	34%	-15%	5%
CCn1c(SCC(=O)N2CCOCC2)nc2ccccc21	2%	-8%	16%	-9%	-15%	nt	-17%	1%	45%[activator]
C#C[C@]1(O)CC[C@H]2C3CCC4=Cc5oncc5CC4(C)C3CCC21C (stereo partly specified)	-2%	nt	nt	nt	-2%[57.1 µM]	24%[12.7 µM]	-13%[57.1 µM]	nt	?
Cc1ccc(S(=O)(=O)/N=C(/Nc2ccc3[nH]c(=O)[nH]c3c2)c2ccccc2)cc1	1%	-3%	-17%	-23%	?	4%	-13%	-22%	?
CC(C)NS(=O)(=O)c1ccc(NC(=O)NC2CCCCC2)cc1	13%	3%	-9%	10%	-8%	32%[59 µM]	?	4%	3%
O=C(c1cccnc1)N1CCN(c2ccc(Cl)cc2)CC1	-9%	3%	-10%	21%	-10%	?	2%	7%	17%
O=C(NC1CCCCC1)c1cc2ccccc2cc1O	-1%	-8%	-5%	2%	-12%	6%	-8%	-1%	66%[activator]
O=C(Nc1ccc2c(c1)C(=O)NC2=O)c1ccc(Cl)s1	-4%	-4%	-21%	2%	-6%	nt	1%	-9%	?
CN(Cc1ccccc1)c1nc2c(c(=O)[nH]c(=O)n2C)n1CCCc1ccccc1	3%	-7%	?	?	7%	?	1%	-16%	-14%
CCCCN1C(N)=NC[C@@H]1Cc1ccc(O)cc1	-1%	1%	-7%	-1%	-4%	nt	-28%	-8%	-33%
Cc1c(NC(=S)/C=C2\N(C)c3ccccc3C2(C)C)c(=O)n(-c2ccccc2)n1C	-1%	-3%	-26%	?	-14%	32µM*	35%	-3%	-7%
Cc1cc(C(=O)CS(=O)(=O)c2ccc(Cl)cc2)cc(C)c1O	43%	-5%	-19%	-3%	-11%	-10%[2.33 µM]	0%	0%	-11%
Cc1nc(-c2ccc(S(=O)(=O)Nc3cc(Cl)ccc3C)cc2)co1	nt	-3%	-12%	-17%	-23%	0%[59 µM]	?	-4%[60.1 µM]	2%
Cc1ccccc1C(=O)OC(C)CN1CCN(C)CC1 (stereo unspecified)	-7%	1%	-5%	-26%	-7%	4%[59 µM]	0%	0%	193%[activator]
Cc1ccc(S(=O)(=O)N2CCN(c3nc4ccccc4nc3-n3nc(C)cc3C)CC2)cc1	0%	1%	16%	16%	-14%	15%[12.7 µM]	-15%	-8%	2%
Cc1ccc(SCC(=O)NCc2ccco2)cc1	-5%	-4%	1%	0%	-10%	5%[59 µM]	7%	-10%	4%
CCc1cccc(CC)c1NC(=O)C1CSC2(C)CCC(=O)N12 (stereo unspecified)	13%	nt	-7%	-5%	-23%	6%	nt	-11%	30%[activator]
CCOC(=O)c1ccc2cccc(C)n2c1=O	1%	1%	0%[11.4 µM]	-4%	-7%	9%	27%	0%	18%
COC(=O)c1ccccc1NC(=O)CSc1nnnn1C	-3%	0%	0%	-17%	-7%	-24%[59 µM]	1%	-15%	24%
CCOC(=O)C1=C(C)N(C[C@@H]2CC[C@@H](Cc3ccc4cc(OC)ccc4c3)O2)C(=O)NC1c1ccc(OC)cc1 (stereo partly specified)	-1%	nt	-17%	nt	-12%	nt	nt	6%	-3%
COc1ccc(C(=O)NCc2nnc(SCC(=O)Nc3cccc(F)c3)o2)cc1	0%	1%	-11%	27%	-21%	-12%	6%	-12%	65%[activator]
CN(C)CCCCCN(C)Cc1cc2ccccc2o1	17%	-11%	-19%	-17%	-5%	?	-17%	-12%	118%[activator]
CC(=O)Oc1ccc(-c2cc3ccc(OC(C)=O)cc3oc2=O)cc1	nt	nt	-14%	nt	31%[activator]	nt	nt	-16%	2%
CCCCCC(=O)Nc1cccc(C2=NOC3(C2)C[C@@H](C(N)=O)N(C(=O)Cc2ccc([N+](=O)[O-])cc2)C3)c1 (stereo partly specified)	-9%	-5%	-19%	-6%	-8%	-7%[12.7 µM]	0%	-1%	13%
Nc1nc(C2CC(=O)OC23CCCCC3)cs1 (stereo unspecified)	3%	-5%	2%	-2%	5%	2%[59 µM]	8%	-15%	41%[activator]
COc1ccc(C)cc1NC(=O)C(NS(=O)(=O)c1cccs1)c1ccccc1 (stereo unspecified)	nt	-5%	-3%	-2%	-6%	3%[59 µM]	0%	?	12%
C[C@]12CCC[C@H](O1)c1c(cc3c(c1O)C(=O)c1c(O)cc(O)cc1C3=O)O2	nt	nt	35µM*	nt	?	nt	nt	-16%	?
FC(F)(F)c1ccc(-n2cnc3ccccc32)nc1	27%	-5%	1%	9%	2%	6%	21%	-20%	7%
N#CCCN(C(=O)COC(=O)C12CC3CC(CC(O)(C3)C1)C2)c1ccc(F)cc1	-9%	nt	-5%	13%	-15%	1.4µM*	nt	-7%	-23%
O=C1CN(C(=O)c2ccc(Br)o2)C(c2ccccc2)c2cc(Cl)ccc2N1 (stereo unspecified)	-8%	-13%	-34%	?	-26%	56µM*	-15%	-4%	10%
COc1cc(CNCCSc2nnnn2C)cc(Br)c1OCc1ccc(F)cc1	-5%	0%	-27%	-32%	-16%	-39%[2.33 µM]	-15%	-12%	-5%
CCN(CC)c1nc2c(c(=O)[nH]c(=O)n2C)n1CCOc1ccccc1	-7%	1%	-9%	6%	8%	-8%[0.501 µM]	26%	-4%	127%[activator]
N#C/C(=C\c1ccc(O)c(O)c1)S(=O)(=O)c1ccccc1	-6%	-8%	?	10µM*	5%	3.2µM*	?	?	?
Clc1ccc2oc3c(Cl)ncnc3c2c1	2%	-3%	17%	13%	-15%	23%[59 µM]	17%	-3%	-16%
CCN(C(=O)c1cc(S(=O)(=O)N2CCOCC2)cn1C)c1ccc(OC)cc1	nt	-1%	2%	-9%	1%	7%[59 µM]	0%	-6%	15%
O=C(Nc1ccccc1)N1CCC2(CC1)CCN(S(=O)(=O)c1ccccc1)CC2	21%	3%	nt	nt	nt	5%[12.7 µM]	nt	0%[60.1 µM]	nt
CC(C)CCn1c(=O)c2ccccc2n2c(CCC(=O)NC3CCN(Cc4ccccc4)CC3)nnc12	76%	-2%	5%	-11%[57.1 µM]	-14%	-1%	-1%	7%	-2%
COc1cccc(/C=N/NC(=O)CSc2cccc3cccnc23)c1	-3%	-11%	-17%	-17%	0%	7%	4%	-20%	-5%
CNC(=S)N1CCN(c2c(F)cc3c(=O)c(C(=O)O)cn(C4CC4)c3c2OC)CC1C (stereo unspecified)	13%	-10%	-13%	?	2%	?	7%	-28%	-8%
COc1ccc(CC2(CO)CCN(Cc3cccnc3)CC2)cc1	5%	10%	11%[57.1 µM]	-16%	-12%	35µM*	-3%	0%	78%[activator]
Cn1nc(C(F)(F)F)c(C#N)c1N1CCN(c2ccccn2)CC1	-2%	-2%	50µM*	1%	-3%	9%	-12%	-10%	47%[activator]
Cc1nn(-c2ccccc2)c(C)c1C(=O)Nc1ccc(N2CCOCC2)cc1	2%	-2%	-16%	-15%	-3%	?	7%	4%	11%
COc1ccc2oc(=Nc3cc(F)ccc3F)c(C(N)=O)cc2c1	9%	-4%	-7%	12%	-5%	-1%	11%	-10%	64%[activator]
CCOC(=O)C1CCN(C(=O)N2CCOCC2)CC1	-2%	-2%	6%	7%	12%	9%[59 µM]	-20%	3%	14%
O=C(O)c1cc(N2C(=O)C3C4C=CC(C4)C3C2=O)ccc1NCc1cccnc1 (stereo unspecified)	-3%	3%	10%	?	11%	?	15%	-4%	18%
Cc1cccc(/C=C2\CCC(C3CCCC3)C2=O)c1 (stereo unspecified)	5%	0%	28%	12%	-17%	19%[59 µM]	23%	3%	-9%
O=C(c1ccc(N2CCCC2=O)cc1)N1CCN(c2ccccc2F)CC1	11%	0%	-10%	-2%	-9%	16%	13%	-13%	41%[activator]

Some entries already given, showing only Pol iota inh.
smiles | Pol iota inh
CNC(=S)N1CCN(c2c(F)cc3c(=O)c(C(=O)O)cn(C4CC4)c3c2OC)CC1C (stereo unspecified) | -8%
COc1ccc(CC2(CO)CCN(Cc3cccnc3)CC2)cc1 | 78%[activator]

From PubChem BioAssay
